RAD52 inh: RAD52 (human) annealing inhibition. P43351. recombinant RAD52 DNA annealing, FRET fluorescence. inhibition, % at 18.7 µM. 0.46% of 360,000 active;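 active = every replicate showing at least 50% inhibition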
ARNT-TACC3 inh: disrupts binding between human ARNT and TACC3; 0.66% of 390,000 active; inhibition, % at 9.99 µM; AlphaScreen His-ARNT PAS-B/GST-TACC3 binding, luminescence; TACC3 fragment carries E629A point mutation;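 active = mean inhibition of replicates at least 50% and at least half of replicates each reaching 50%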;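 note: 0% = complete ARNT plus TACC3 wells and 100% = ARNT alone without TACC3; many hits fall short of the cut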
esBAF inh: SWI/SNF esBAF complex inhibition. mouse ES cells, Bmi1-luciferase knock-in reporter, 24 h; 100% = twice the neutral-well signal. reporter increase, % at 12.5 µM. 2% of 350,000 active. AID 602393; in the data active = activation above about 40%;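 note: 0% = median of the plate's neutral control wells and 100% = double that signal; a rise in the Bmi1 reporter signal indicates esBAF inhibition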
ERAP1 inh: ERAP1 (human) enzyme inhibition | 0.15% of 340,000 active | recombinant ERAP1, Leu-AMC fluorescence, 60 min | Q9NZ08 | inhibition, % at 10.7 µM | AID 652197;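 active = mean replicate inhibition of at least 30%, or all replicates individually reaching that 30% level; inactive = mean below 30% and not every replicate reaching it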;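 note: 0% = neutral control wells and 100% = L-leucinethiol positive control wells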
Target sequence (Q9NZ08 whole entry, looked up): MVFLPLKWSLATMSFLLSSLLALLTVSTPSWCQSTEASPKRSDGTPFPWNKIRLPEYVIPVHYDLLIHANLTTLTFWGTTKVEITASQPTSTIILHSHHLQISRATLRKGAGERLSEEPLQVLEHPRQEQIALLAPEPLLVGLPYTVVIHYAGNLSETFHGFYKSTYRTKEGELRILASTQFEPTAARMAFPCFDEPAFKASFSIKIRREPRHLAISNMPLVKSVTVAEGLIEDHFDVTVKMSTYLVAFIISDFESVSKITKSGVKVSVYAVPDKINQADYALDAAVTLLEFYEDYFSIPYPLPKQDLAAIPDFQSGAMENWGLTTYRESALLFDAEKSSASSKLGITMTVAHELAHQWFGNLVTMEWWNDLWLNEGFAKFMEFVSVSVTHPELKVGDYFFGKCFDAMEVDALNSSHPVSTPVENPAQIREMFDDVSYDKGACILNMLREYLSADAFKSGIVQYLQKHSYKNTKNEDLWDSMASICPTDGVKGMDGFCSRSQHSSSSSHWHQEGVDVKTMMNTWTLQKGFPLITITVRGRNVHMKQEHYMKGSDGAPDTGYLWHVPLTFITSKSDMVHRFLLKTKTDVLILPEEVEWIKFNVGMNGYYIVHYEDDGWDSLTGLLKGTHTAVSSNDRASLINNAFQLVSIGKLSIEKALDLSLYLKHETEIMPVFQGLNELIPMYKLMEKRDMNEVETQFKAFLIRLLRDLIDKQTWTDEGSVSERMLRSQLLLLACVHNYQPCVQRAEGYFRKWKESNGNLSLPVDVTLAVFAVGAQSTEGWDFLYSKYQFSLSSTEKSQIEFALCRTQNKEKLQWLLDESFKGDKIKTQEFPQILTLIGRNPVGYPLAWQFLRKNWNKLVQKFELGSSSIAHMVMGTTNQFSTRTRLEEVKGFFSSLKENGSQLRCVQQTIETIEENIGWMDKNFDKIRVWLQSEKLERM
F508del corr: CFTR F508del correction in bronchial cells; activity (quench increase), % at 7.58 µM; CFBE cells, YFP halide quenching; stimulated with forskolin plus potentiator P3; % fluorescence drop versus neutral controls; 0.36% of 350,000 active;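 active = mean added fluorescence quench of at least 8% versus neutral control, with both replicates also reaching 8%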;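 note: cells transiently co-express mutant CFTR-F508del with the halide-sensitive YFP; corrector assay measuring rescue of mutant channel to the surface after 24 h compound exposure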
GSIS activator: GLuc luminescence reporter in INS-1E cells, primary screen for activators of glucose-dependent secretion of insulin. AID 743287. activation, % at 16.6 µM. INS-1E GLuc reporter insulin secretion, 2-3 h. 0.61% of 370,000 active;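 active = lowest replicate activation of at least 40%, so every replicate reaches that level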;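 note: 0% = median of neutral control wells and 100% = median of IBMX positive control wells; some compounds called inactive have numbers as strong as hits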
RAD54 inh: inhibitors of human RAD54 branch migration; Q92698; RAD54 Holliday junction branch migration, FAM/BHQ fluorescence; inhibition, % at 10.4 µM; 0.14% of 360,000 active;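 active = mean normalized replicate activity at least 40 and at least half of replicates scoring 40 or more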;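 note: 0% = median of neutral control wells and 100% = median of positive control wells; inhibitors cause a drop in the FAM fluorescence signal; in these data hits start at about 50%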
XiGFP reactiv: reactivates the inactive X chromosome in mouse fibroblasts. XiGFP mouse fibroblasts, % GFP-positive cells imaging, 3 d; cells co-treated with 5-aza-dC sensitizer; scaled so ellipticine positive control = 100%. activation, % at 7.58 µM. 0.055% of 360,000 active. AID 743238;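 active = mean normalized replicate activation at least 10% and every replicate at or above 10%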;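 note: 0% = median of on-plate neutral control wells and 100% = ellipticine 6 µM median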
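Material: XiGFP fibroblasts, SV40-immortalized; Buffer or medium: DMEM containing 5-aza-dC; Compound dosing: single point; Times: 3 days compound exposure.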
* hit, by the source's call; / = not tested or not shown; & = joins results of further samples. The order is random (roughly 3.3% active in at least one column).

SMILES	RAD52 inh	ARNT-TACC3 inh	esBAF inh	ERAP1 inh	F508del corr	GSIS activator	RAD54 inh	XiGFP reactiv
O=C(Cn1c(Cn2c(-c3cnccn3)nc3ccccc32)nc2ccccc21)c1ccc(OC(F)(F)F)cc1	-16	/	/	/	4.0	-19	/	0.4
COc1ccc(OCCSc2ncnc3nc[nH]c23)cc1	-54	0	15	0	0.9	3	6	-0.1
COc1ccc(C(=O)NNC(=O)Cn2nc(C)cc2C)cc1S(=O)(=O)N1CCOCC1	-2	/	1	-3	1.0	-2	-2	0.0
CCN(CC)S(=O)(=O)c1ccc(C)c(NC(=O)CN2CCN(C)CC2)c1	-6	-10	-2	0	2.8	5	-4	0.1
CN(C=O)c1cc([N+](=O)[O-])ccc1OCc1ccccc1	-10	9	-3	-3	-1.8	2	2	0.4
CN(C)Cc1ccccc1C(O)(c1ccccc1)c1ccccc1	3	-2	-4	1	-2.4	-5	-5	0.0
Cc1ccn(CCC(=O)N2CCCC(CCC(=O)NCc3ccc(F)c(F)c3)C2)n1 (stereo not given)	-43	-1	/	3	-1.5	-6	/	0.0
NS(=O)(=O)c1ccc(NC(=O)c2ccc(OCC3CCCO3)cc2)cc1 (stereo not given)	-7	-6	7	0	3.5	22	10	-0.1
C[C@H](CO)N1C[C@H](C)[C@@H](CN(C)Cc2ccc(C(=O)Nc3ccccc3N)cc2)Oc2ccc(N(C)C)cc2CC1=O	20	45*	-25	1	0.0	10	8	2.2
COc1ccccc1NC(=O)N(C)C[C@H]1Oc2ncc(C#CCN(C)C)cc2C(=O)N([C@H](C)CO)C[C@H]1C	11&17	-3&-1	-6&3&-3	-4&-1	-1.6&-1.2	17	-7&-3&-12	-0.2
Cn1c(SCc2ccccc2F)nnc1-c1cnccn1	/	15	22	/	/	5	2	/
CCOC(=O)N1CCN(Cc2nc3cc(NC(=O)CC)ccc3n2C)CC1	-4	-4	-3	0	-0.3	14	-15	0.0

Sorted by the number under GSIS activator (falling): three of the compounds above.
SMILES | RAD52 inh | ARNT-TACC3 inh | esBAF inh | ERAP1 inh | F508del corr | GSIS activator
NS(=O)(=O)c1ccc(NC(=O)c2ccc(OCC3CCCO3)cc2)cc1 (stereo not given) | -7 | -6 | 7 | 0 | 3.5 | 22
COc1ccc(C(=O)NNC(=O)Cn2nc(C)cc2C)cc1S(=O)(=O)N1CCOCC1 | -2 | / | 1 | -3 | 1.0 | -2
CN(C)Cc1ccccc1C(O)(c1ccccc1)c1ccccc1 | 3 | -2 | -4 | 1 | -2.4 | -5

Remaining list, next part:
SMILES	RAD52 inh	ARNT-TACC3 inh	esBAF inh	ERAP1 inh	F508del corr	GSIS activator	RAD54 inh	XiGFP reactiv
C[C@]1(OC(=O)/C=C/c2ccccc2)C[C@@H](O)[C@]2(O)C=CO[C@@H](O[C@@H]3O[C@H](CO)[C@@H](O)[C@H](O)[C@H]3O)[C@@H]21	-9	-21	-9	-4	-13	/	-1	0.1
C[C@H](CO)N1C[C@H](C)[C@H](CN(C)S(=O)(=O)c2cn(C)cn2)Oc2ccc(NC(=O)Nc3ccccc3)cc2CC1=O	7	-13	-1	-1	-2.8	6	-3	-1.0
Cc1ccc(Nc2nnc(SCC(=O)Nc3ncc(C(F)(F)F)cc3Cl)s2)cc1	/	-6	/	/	/	17	-3	0.2
CCOC(=O)C1=C(COC(=O)Cc2ccc(Cl)cc2)NC(=O)NC1C (stereo not given)	0	5	-5	-1	0.2	4	-3	0.0
CN(CC(=O)NCc1ccc(F)cc1)S(=O)(=O)c1ccc2c(c1)n(C)c(=O)c(=O)n2C	-1	-2	1	4	0.6	16	-7	0.0
CCc1c(O)nc(SCC(=O)Nc2c(C)cccc2C)n(-c2ccc(F)cc2)c1=O	-8	/	4	7	0.0	/	-1	0.0
CC(C)[C@H](NC(=O)[C@@H]1CSC2c3ccccc3C(=O)N21)C(=O)NC1CCCCC1 (stereo not given in full)	-4	-1	4	1	0.9	-20	11	0.2
O=C(CCC(=O)c1cccs1)NCc1cccnc1	-1	1	-5	-1	1.2	3	-16	0.0
O=C(CNC(=O)c1ccc(F)cc1)N/N=C/c1cn[nH]c1-c1ccccc1	-5	4	/	7	2.5	-23	/	0.0
COc1cccc(-c2ccc3c(c2)O[C@H](CN(C)Cc2cncnc2)[C@@H](C)CN([C@@H](C)CO)S3(=O)=O)c1	32	0	1	2	-2.3	3	-5	-0.7
CCCCn1c(N2CCC(Cc3ccccc3)CC2)nc2c1c(=O)[nH]c(=O)n2C	/	23	0	/	/	-20	-3	/
O=C(C(=C1NCCN1)n1cncn1)c1ccccc1	/	-5	/	/	/	2	4	0.1
O=C(NCc1ccc(F)cc1)C1(S(=O)(=O)c2ccc(Cl)cc2)CC1	-4	5	0	-3	-3.5	17	-4	0.0
c1ccc(NNC2=NCCS2)cc1	22	3	-7	10	1.3	-3	1	0.0
COc1ccc(S(=O)(=O)Nc2ccc3c(c2)C(=O)N([C@H](C)CO)C[C@H](C)[C@@H](CN(C)S(=O)(=O)c2ccccc2)OCCCC[C@@H](C)O3)cc1	10	/	/	1	-1.1	-12	/	0.2
CC1CCN(C(=O)C2CCN(C(=O)c3ccc(C(C)(C)C)cc3)CC2)CC1	1	-41	7	-1	0.9	-1	12	/
COc1ccc(CCN2C(=O)CC(N3CCN(S(=O)(=O)c4ccccc4)CC3)C2=O)cc1OC (stereo not given)	-12	-3	/	/	0.6	33	/	0.0
COc1ccc(/C=C(\C#N)c2n[nH]c(Cn3cncn3)n2)cc1	-9	6	/	5	-2.2	12	/	0.4
CCc1noc(C)c1C(=O)N(C)CC(=O)Nc1ccc(OC)cc1	-10	/	6	-2	-1.0	22	9	0.1
Cc1ccc2nc(N3C(=O)C(O)=C(C(=O)c4ccco4)C3c3ccc(C)o3)sc2c1 (stereo not given)	-51	5	30	-5	-0.4	-19	-12	-0.1
COc1ccc(-c2csc(C(O)c3ccc(F)c(OC)c3)n2)cc1 (stereo not given)	-5	/	-4	3	-0.7	/	-11	-0.1
CCC(CC)C(=O)N(C)c1c(C)nc2c(OCCC3CCCCC3)cccn12	-15	/	20	-2	3.9	/	1	0.2
Cc1ccc(-n2c(C)nc3ncnc(-c4ccccc4)c32)cc1	-10	/	/	3	2.5	6	/	0.1
COc1ccc(OC)c(/C=N/Nc2nncn2/N=C/c2cc(OC)ccc2OC)c1	/	3	4	/	-0.3	-15	10	0.0
C[C@H]1CN([C@@H](C)CO)C(=O)c2c(c3ccccc3n2C)-c2ccccc2CO[C@H]1CN(C)C(=O)Cc1ccccc1	20	17	-1	-1	-0.6	-11	4	-0.7
CC(C)NC(=O)N(C)C[C@H]1Oc2cc(C#Cc3cccc(F)c3)ccc2S(=O)(=O)N([C@H](C)CO)C[C@H]1C	21	-2	-4	0	-0.9	-2	1	-0.3
COc1cc(C(=O)OCc2cccc(S(=O)(=O)N3CCOCC3)c2)ccc1OCC(C)C	0	3	0	6	5.0	/	0	0.3
O=C(O)COc1ccccc1/C=C1\SC(=O)N(Cc2ccc(F)cc2)C1=O	1	8	-4	3	0.9	1	6	0.0
O=C1CC(=O)Nc2cc(S(=O)(=O)Nc3ccc(Cl)c(C(F)(F)F)c3)ccc2N1	-4	5	-1	2	-1.1	7	-9	0.1
C=CCc1ccc(OCCCOc2ccc(C)cc2OC)c(OC)c1	/	-17	-1	/	/	-3	-7	/
C[C@H]1CN([C@@H](C)CO)S(=O)(=O)c2ccc(C#Cc3ccncc3)cc2O[C@H]1CN(C)C(=O)Nc1ccc2c(c1)OCO2	14	9	14	1	3.8	-7	1	-0.2
O=C(Nc1cccc(S(=O)(=O)N2CCOCC2)c1)c1cc(=O)[nH]c2ccccc12	-4	-2	8	1	2.1	-6	-6	0.1
CCCCc1cc(=O)oc2cc(OCC(=O)NCCN3CCOCC3)c(Cl)cc12	-7	-16	-5	1	0.7	14	-5	0.0
CC(=O)N/C(=C\c1ccccc1)C(=O)NCc1ccc2c(c1)OCO2	-6	/	-9	-1	/	2	1	0.0
COc1cccc(NC(=O)Cn2c3ccc(F)cc3c3nc4n(c(=O)c32)CCS4)c1	-13	-2	-3	-7	-0.2	-18	8	0.1
COc1ccc2c(c1)CC/C2=N\OC(=O)c1ccccc1C	-14	-8	/	1	-0.5	4	/	-0.1

Single values from above.
O=C1CC(=O)Nc2cc(S(=O)(=O)Nc3ccc(Cl)c(C(F)(F)F)c3)ccc2N1 in F508del corr is listed with -1.1
CCCCn1c(N2CCC(Cc3ccccc3)CC2)nc2c1c(=O)[nH]c(=O)n2C in RAD54 inh is listed with -3
COc1ccc(OCCSc2ncnc3nc[nH]c23)cc1 in XiGFP reactiv is listed with -0.1
O=C(O)COc1ccccc1/C=C1\SC(=O)N(Cc2ccc(F)cc2)C1=O in GSIS activator is listed with 1
C[C@H](CO)N1C[C@H](C)[C@@H](CN(C)Cc2ccc(C(=O)Nc3ccccc3N)cc2)Oc2ccc(N(C)C)cc2CC1=O in GSIS activator is listed with 10

Later entries:
SMILES	RAD52 inh	ARNT-TACC3 inh	esBAF inh	ERAP1 inh	F508del corr	GSIS activator	RAD54 inh	XiGFP reactiv
COc1ccccc1S(=O)(=O)N(C)C[C@H]1Oc2cc(C#CCC3CCCC3)ccc2S(=O)(=O)N([C@H](C)CO)C[C@H]1C	-18&-9&6	-10&9	3&-7&9	0&2&3	-1.8&0.8&1.4	2&16	2&4	0.2&-0.9
O=C1Nc2ccccc2N(O)N1c1ccc(Cl)cc1	-13	-7	/	5	/	11	/	0.3
O=C(c1ccc(CNS(=O)(=O)c2ccc(F)cc2)cc1)N1CCCCCC1	-10	/	29	-2	-1.7	-12	9	-0.1
COC(=O)N=Nc1c(O)[nH]c2ccc(Br)cc12	-12	-1	-15	3	-2.0	-15	3	0.4
Cc1cc(C)nc(SCc2ccc(C(=O)NNC(=O)Nc3cccc(Cl)c3)cc2)n1	/	-12	8	/	/	-19	1	0.2
C[C@H](O)C#Cc1cnc2c(c1)C(=O)N([C@H](C)CO)C[C@H](C)[C@@H](CN(C)C(=O)CN(C)C)O2	-15	-1	4	-1	-0.8	3	-2	0.1
O=C(COC(=O)CNC(=O)c1ccc(Cl)cc1Cl)NCc1ccco1	-6	-1	0	0	0.8	11	6	0.0
CCC12CCC3c4ccc(O)cc4CCC3C1CC(O)C2O (stereo not given)	-7	-9	5	-1	0.6	/	/	0.0
COc1ccccc1-c1cn(CC[C@@H]2CC[C@H](NC(=O)C3CC3)[C@@H](CO)O2)nn1	-6	2	2	-1	-0.2	12	-1	1.4
C[C@@H]1CN([C@H](C)CO)C(=O)c2cc(NC(=O)CCCCCC(=O)Nc3ccccc3N)ccc2O[C@@H]1CN(C)S(=O)(=O)c1ccccc1	6	/	/	/	0.0	10	/	0.1
COc1ccc(C(=O)Oc2cc(C)[nH]c(=O)c2[N+](=O)[O-])cc1	-3	-9	-11	-1	-0.6	-5	7	0.0
N#CC(C#N)=C1C=CC=CN1/C(=C\c1ccco1)C(=O)c1ccccc1	-29	-1	/	4	-10	48	/	0.0
COc1cccc(S(=O)(=O)N2CCCCN3[C@H](C2)[C@@H](c2ccc(C#CCC(C)C)cc2)[C@@H]3CO)c1	-11	-6	2	-2	-0.9	0	3	0.1

Record cards, from the list above. Values in the order: RAD52 inh | ARNT-TACC3 inh | esBAF inh | ERAP1 inh | F508del corr | GSIS activator | RAD54 inh | XiGFP reactiv
O=C(COC(=O)CNC(=O)c1ccc(Cl)cc1Cl)NCc1ccco1 is listed as -6 | -1 | 0 | 0 | 0.8 | 11 | 6 | 0.0
COc1cccc(S(=O)(=O)N2CCCCN3[C@H](C2)[C@@H](c2ccc(C#CCC(C)C)cc2)[C@@H]3CO)c1 is listed as -11 | -6 | 2 | -2 | -0.9 | 0 | 3 | 0.1
COC(=O)N=Nc1c(O)[nH]c2ccc(Br)cc12 is listed as -12 | -1 | -15 | 3 | -2.0 | -15 | 3 | 0.4

From PubChem BioAssay
